PLK1 PBD inh = qHTS for Inhibitors of PLK1-PDB (polo-like kinase 1 - polo-box domain): Primary Screen | Serine/threonine-protein kinase PLK1 (Homo sapiens), P53350 | Plk1 PBD binding of FITC phosphopeptide, fluorescence polarization | Potency, µM, inactives show max response, negative = inhibition, usual class: inhibitors | hit rate 2.8% among 360,000; also: potency is read from the fitted curve at half-maximal effect; series mostly up to about 57 µM; % is scaled to controls: 0 for no effect and ±100 for the full control effect; nearly all actives have a fitted effect of over 65% in size
Abeta yeast res = qHTS for compounds that reverse cellular toxicity of Amyloid beta (A-beta) peptide in yeast: Primary Screen; yeast expressing A-beta42, growth rescue, OD600, 48 h; response scale: 0% DMSO, 100% iron-clioquinol control; Potency, µM (titrated, usually from 46.1 µM), for inactives: at the top dose growth rescue, most hits filed as activators; hit rate 0.063% among 410,000; AID 1347071, 2019; also: potency is read from the fitted curve at half-maximal effect; nearly all actives have a fitted effect of over 55% in size
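Growth rescue measured by 600 nm absorbance after 48 h yeast culture at 30 C with compound. Values normalized between DMSO and an equimolar ferric chloride plus clioquinol control.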
EPAC1 antagonist = qHTS for Antagonist of cAMP-regulated guanine nucleotide exchange factor 3 (EPAC1): primary screen; Rap guanine nucleotide exchange factor 3 (Homo sapiens), O95398; EPAC1 GEF assay, Rap1b-BODIPY-GDP exchange fluorescence; Potency, µM (titrated, usually from 115 µM), for the others: at the top dose activity change, negative = inhibition, most hits filed as inhibitors; hit rate 0.14% among 360,000; AID 720709, 2013;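 also: potency is read from the fitted curve at half-maximal effect; plate controls were vehicle for no effect and positive control for full effect; nearly all actives have a fitted effect of over 50% in size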
aSyn yeast inh = qHTS of alpha-syn Inhibitors; AID 652106, 2013; hit rate 0.14% among 370,000; Potency, µM (titrated, usually from 46.1 µM), without a hit: top-dose growth rescue (activation), most hits filed as activators; Yeast expressing alpha-synuclein, growth rescue, BacTiter-Glo, 24 h; also: potency is read from the fitted curve at half-maximal effect; % of control where 0% means no effect; nearly all actives have a fitted effect of over 65% in size
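Readout is rescue of growth in alpha-synuclein-expressing yeast, so inhibitors of toxicity appear as activators. Growth after 24 hr at 30 deg C in galactose medium is quantified by luminescence.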
IL2 activator = qHTS of IL-2 Activators | IL-2 activation reporter assay, cell-based qHTS; stimulated with anti-CD3/CD4/CD28 beads; in transgenic mouse T cells | AID 652025, 2013 | hit rate 0.065% among 360,000 | activation, % (series mostly up to about 46 µM); in the data active = activation above about 50%; inconclusive = mostly about 30% to 49%; also: 0% is about no effect
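Using fluorescent plate cytometry, EGFP and DsRed are detected in transgenic mouse T cells stimulated 18 h at 37 degrees C with antibody-coated beads after 60 min compound pretreatment.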
WRN inhibitor = qHTS for Inhibitors of WRN Helicase; WRN helicase unwinding, fluorescent forked duplex, kinetic; Potency, µM (top dose mostly 114 µM), without a hit: at the top dose activity change, negative = inhibition, most hits filed as inhibitors; AID 651768, 2012; Bifunctional 3'-5' exonuclease/ATP-dependent helicase WRN (Homo sapiens), Q14191; hit rate 0.46% among 360,000; also: potency is read from the fitted curve at half-maximal effect; % is scaled to controls: 0 for no effect and ±100 for the full control effect; nearly all actives have a fitted effect of over 55% in size
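Kinetic red-fluorescence monitoring (525/598 nm) tracks WRN helicase activity after 100 nM fluorophore-quencher forked duplex and 2 mM ATP are added to 20 nM enzyme pretreated 15 min at room temperature with compound.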
EPAC1 agonist = qHTS for Agonist of cAMP-regulated guanine nucleotide exchange factor 3 (EPAC1): primary screen; Rap guanine nucleotide exchange factor 3 (Homo sapiens), O95398; Potency, µM (highest dose often 154 µM), inactives show top-dose activation, hits mostly activators; AID 720707, 2013; hit rate 0.073% among 360,000; EPAC1 agonist qHTS, biochemical assay; response scale: 100% = response to 6.5 mM cAMP; also: potency is read from the fitted curve at half-maximal effect; nearly all actives have a fitted effect of over 60% in size
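Fluorescent GDP-exchange assay: 100 nM EPAC1 with 250 nM Rap1B preloaded with BODIPY-GDP and 50 uM GDP; compounds tested as concentration series, 5 min at room temperature, then read every 5 min for 30 min (ex 480/em 540 nm); normalized to 6.5 mM cAMP.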
PI5P4K alpha inh = qHTS for Inhibitors of phosphatidylinositol 5-phosphate 4-kinase (PI5P4K) | hit rate 1.2% among 330,000 | Phosphatidylinositol 5-phosphate 4-kinase type-2 alpha (Homo sapiens), P48426 | PI5P4Kalpha enzyme, ADP-Glo luminescence, 60 min; hits give low values | max response, %; active = max response of -50% or lower; inconclusive = between -30% and -50%; inactive = -30% or higher; also: value at the top dose of about 77 µM; % is scaled to controls: 0 for no effect and ±100 for the full control effect
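ADP-Glo luminescence end-point after a 60 min room-temperature kinase reaction. PI5P4Kalpha and substrate in HEPES pH 7.4 buffer with EGTA, 0.1% CHAPS and 5% DMSO; ATP at 5 microM final.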
FUS suppressor = qHTS for Suppressors of FUS Proteinopathy: Primary screen using FUS-linked yeast assay | S. cerevisiae FUS-expressing, growth rescue, OD600, 24 h | Potency, µM (titrated, usually from 76.6 µM), for inactives: at the top dose growth rescue (activation), most hits filed as activators | hit rate 0.24% among 390,000 | AID 1347120, 2019;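 also: potency is read from the fitted curve at half-maximal effect; plate controls were DMSO vehicle for no effect and reference control for full effect; nearly all actives have a fitted effect of over 55% in size; some results filed as inactive show a strong effect at the top dose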
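Yeast expressing FUS under galactose induction, OD 0.005 in 2% galactose medium; compounds in a dilution series, 24 h at 30C. Growth rescue by absorbance at 600 nm; CP55940 positive control, DMSO negative.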
Starred values were filed as active, the others as inactive; ? = inconclusive; · = no result given; & = joins results of further samples; [ ] = dose if it differs, or a comment. Unless noted, calls follow the shape of the dose curve; as a rule, active = well fitted curve in the direction sought with a large enough effect; inconclusive = small, poorly fitted or top-dose-only effect, or another doubt; inactive = no such curve, though single readings can be large; an effect the other way counts as inactive or inconclusive.

Results follow in this order: EPAC1 antagonist	aSyn yeast inh	EPAC1 agonist	PLK1 PBD inh	IL2 activator	PI5P4K alpha inh	Abeta yeast res	FUS suppressor	WRN inhibitor
[1] CCOC(=O)c1c(C)[nH]c(C(=O)N/N=C\c2ccccc2O)c1C
    1%	-4%	3%	-7%	-3.8	-2	-3%	·	-12%
[2] Cc1ccc(C(C)(C)C)cc1S(=O)(=O)Nc1cccc(C(=O)N2CCN(c3ccccn3)CC2)c1
    -19%	-2%	9%	-6%	-5.2	-5	6%	?	-4%
[3] CCOC(=O)Cn1c(SC)nc2sc3c(c2c1=O)CC(C)(C)OC3
    -3%	7%	-6%	-10%	-1.7	1	-22%	-12%	-13%
[4] CCN(CC)c1ccc(N2C(=O)/C(=C/c3cccnc3)SC2=S)cc1
    5%	9%	5%	-6%	-1.9	4	10%	9%	-14%
[5] Cc1c(CCO)c(=O)[nH]n1C(=O)c1ccc(F)cc1
    -6%	1%	6%	-2%	0.3	1	2%	14%	-1%
[6] C/C(CC(=O)Nc1ccc(Cl)cn1)=N\NC(=O)Cc1cccs1
    7%	1%	5%	-5%	-0.6	6	-2%	4%	-12%
[7] COC(=O)c1sc(N2CCN(c3ccc(Cl)cc3)CC2)nc1N
    -24%	1%	-11%	-7%	-1.8	5	-2%	-1%	13%
[8] Cc1nc([N+](=O)[O-])c(C(=O)OCc2ccc(C#N)cc2)n1C
    -27%	-2%	3%	-6%	-0.8	6	-12%	3%	-5%
[9] COCCCNC1=C(Cl)C(=O)c2ccccc2C1=O
    -4%	1%	-2%	-16%	-2.5	-22	27%	3%	-12%
[10] CC(C)(C)OC(=O)NCCc1nnc(SCc2c(Cl)cccc2Cl)o1
    10%	·	6%	-12%	-1.9	4	0%	12%	1%
[11] CC(=O)Nc1cccc(NC(=O)CCn2cnc3cc(C)c(C)cc32)c1
    14%	4%	1%	-2%	-1.6	1	-2%	6%	-9%
[12] CSc1ccc(CCCCCCOC(=O)C(C)(C)C)cc1
    7%	-10%	-12%	6%	-2.7	16	9%	-27%	-2%
[13] CCC(C(=O)NCc1ccco1)N(C(=O)CNS(=O)(=O)c1ccccc1)c1ccc(F)cc1 (stereo not drawn)
    -11%	0%	6%	-7%	-1.9	2	-16%	25%	0%
[14] O=C1c2[nH]nc(-c3ccccc3O)c2C(c2cccc(Cl)c2)N1CC1CCCO1 (stereo not drawn)
    -24%	1%	7%	-5%	-0.4	-11	9%	·	-17%
[15] CCN(CC)CCCOc1nc(C)nc2c1oc1ccccc12
    1%	1%	2%	-2%	-0.1	8	-5%	·	5%
[16] CCNC(=S)Nc1ccc(N(c2ccccc2)C(C)C)cc1
    -19%	-1%	18%	?	-0.8	·	14%	8%	-21%
[17] COc1ccc(-c2nn(-c3ccccc3)cc2/C=N/n2cnnc2)cc1OC
    16%	3%	-1%	2%	-0.5	-7	4%	-7%	6%
[18] CCn1ccnc1[C@@H]1C[C@H]2CN(c3ccccc3OC)C(=O)[C@]23CCCN13
    -4%	-1%	-9%	-7%	-3.2	2	0%	-21%	-2%
[19] CCCCNS(=O)(=O)c1ccc2nc(SCC(=O)c3ccc(C#N)cc3)[nH]c2c1
    ?	-6%	-7%	-24%	-0.2	-10	9%	40%	?
[20] Cn1nc(C(F)(F)F)cc1-c1ccc(S(N)(=O)=O)s1
    -2%	4%	9%	-7%	-0.9	0	-15%	-13%	-5%
[21] COc1ccc(N(C)S(=O)(=O)c2cccc(C(=O)N3CCN(c4cccc(C)c4C)CC3)c2)cc1
    11%	-1%	2%	4%	1.1	-3	12%	-1%	11%
[22] CC(C)(C)OC(=O)n1cc(C(=O)c2ccccc2O)cn1
    -21%	1%	-3%	-2%	-0.9	-25	-43%[inhibitor]	1%	-1%
[23] C/C(=N\S(=O)(=O)c1ccc(C)cc1)N(C)C
    -7%	-6%	0%	0%	-1.5	0	4%	-32%	11%
[24] O=c1c2ccccc2ncn1-c1ccc(Cl)cc1[N+](=O)[O-]
    -4%	0%	1%	6%	1.1	2	4%	-40%	0%
[25] COCC(C)NC(=O)COCc1cc(-c2ccc3c(c2)OCO3)on1 (stereo not drawn)
    14%	?	-3%	2%	-1.6	-1	-13%	-18%	-1%
[26] O=C1c2ccccc2S(=O)(=O)N1CC(O)Cn1c2ccccc2c2ccccc21 (stereo not drawn)
    -11%	-57%[inhibitor]	23%	-12%	-0.1	-8	-37%[inhibitor]	?	-10%
[27] CCC(C)c1ccc(S(=O)(=O)N2CCN(C(=O)COc3ccc4c(C)cc(=O)oc4c3)CC2)cc1 (stereo not drawn)
    7%	1%	-12%	-2%	0.5	-9	18%	-7%	3%
[28] CCOC(=O)C1CCCN(C(=O)c2cc(Cl)ccc2Cl)C1 (stereo not drawn)
    8%	11%	-4%	0%	-0.4	·	12%	-11%	-2%
[29] O=C(NCCCN1CCOCC1)c1ccc2c(c1)N(Cc1ccccc1)C(=O)c1ccccc1S2
    25%	4%	-1%	-2%	-1.5	-4	7%&-9%	7%&27%	6%
[30] COc1ccc(N(C(=O)c2cccc([N+](=O)[O-])c2)S(=O)(=O)c2cccs2)cc1
    -13%	-2%	4%	?	-3.0	1	2%	14%	-6%

New compounds follow:
Results follow in this order: EPAC1 antagonist	aSyn yeast inh	EPAC1 agonist	PLK1 PBD inh	IL2 activator	PI5P4K alpha inh	Abeta yeast res	FUS suppressor	WRN inhibitor
[31] CCN(CC)CCCNC(=S)N(Cc1cccnc1)Cc1cc2cccc(C)c2[nH]c1=O
    -16%	-3%	5%	-16%	3.1	0	7%	11%	20%
[32] CNC(=S)N(CCCO)Cc1cc2cc3c(cc2[nH]c1=O)OCO3
    -29%	-2%	4%	-11%	-0.3	2	15%	-13%	0%
[33] COC(=O)C1=C(C)N=C2SCCC(=O)N2C1c1ccc(OC(=O)c2ccco2)cc1 (stereo not drawn)
    -1%	4%	2%	-3%	-0.5	5	9%	·	-14%
[34] CN1C(C)(C)CC(O)(C(=O)O)CC1(C)C
    -6%	0%	13%	-19%	0.5	-4	-18%	-20%	9%
[35] CC(C)(C)NS(=O)(=O)c1ccc(NS(C)(=O)=O)cc1
    0%	-5%	7%	-7%	-0.7	·	-8%	10%	6%
[36] COc1cc(/C=N/NC(=O)Cc2c[nH]c3ccccc23)cc(OC)c1OC
    3%	0%	-10%	-2%	-1.4	-1	-9%	23%	-5%
[37] CCOc1ccc(-c2nnc(NC(=O)COc3ccccc3F)o2)cc1
    -5%	5%	9%	-4%	1.1	-21	7%	-19%	-1%
[38] CC(=O)Nc1ccc(S(=O)(=O)NCCC(=O)OCc2csc(CC(=O)Nc3ccccc3C)n2)cc1
    -9%	-1%	8%	6%	1.0	3	3%	34%	-16%
[39] NS(=O)(=O)c1ccc(CCNc2ccccc2[N+](=O)[O-])cc1
    2%	2%	-1%	-3%	1.0	2	4%	17%	9%
[40] CCC(ONc1ccccc1C(F)(F)F)(C(=O)NN(C)C)c1ccccc1 (stereo not drawn)
    1%	-20%	2%	-18%	-3.8	-1	-77%[inhibitor]	24%	-9%
[41] CCOc1ccc(C(O)Cn2c(=N)n(CCN3CCCCC3)c3ccccc32)cc1 (stereo not drawn)
    15%	-8%	-1%	-2%	-4.1	·	12%	11%	2%
[42] O=C1CC(C(=O)N2CCN(S(=O)(=O)c3cccc(F)c3)CC2)CN1Cc1ccccc1Cl (stereo not drawn)
    3%	2%	-6%	0%	1.3	-6	1%	8%	4%
[43] CCCC/S(C)=N/S(=O)(=O)c1ccc(C)cc1 (stereo not drawn)
    -10%	2%	6%	-6%	3.6	-4	11%	2%	-1%
[44] CCc1noc(C)c1C(=O)Nc1nnc(C(CC)CC)s1
    -6%	4%	1%	-1%	-3.3	8	12%	·	-13%
[45] CCOc1cc(/C=N/Nc2nncc(-c3ccccc3)n2)ccc1O
    14%	-9%	6%	15µM*	-2.6	-11	-2%	7%	2%
[46] O=C(N/N=C/c1ccc(OC2CSC2)cc1)c1ccccc1
    13%	3%	-7%	1%	-0.9	·	8%	-5%	-3%[57.1 µM]
[47] CCCC(=O)Nc1ccc2nc(C)n(Cc3ccccc3Cl)c(=O)c2c1
    -24%	-1%	7%	-9%	-0.1	7	4%	8%	4%
[48] CC(C)c1cccc(-c2csc(C(C)(O)c3ccncc3)n2)c1 (stereo not drawn)
    -13%	7%	-1%	-5%	-0.5	22	18%	4%	4%[57.1 µM]
[49] COc1ccccc1CNC(=O)C(NC(=O)C1CCCCC1)C(C)C (stereo not drawn)
    -2%	0%	7%	-4%	-2.4	0	-2%	-42%	-2%
[50] CCOc1ccc(CCNC(=O)Cn2c(=O)c3cccn3c3cccnc32)cc1
    -6%	1%	6%	4%	7.1	0	13%	20%	-20%
[51] CCOc1ccc(NC(=O)CN2C(=O)C3CCCN3C2=O)cc1 (stereo not drawn)
    -11%	0%	2%	24µM*	0.7	2	4%	-10%	1%
[52] COc1ccc(NC(=O)CN(C)C(=O)c2cccc(S(=O)(=O)N3CCCc4ccccc43)c2)cc1
    1%	4%	4%	1%	-3.6	8	4%	14%	-6%
[53] O=C(COC(=O)c1ccc(O)cc1O)c1ccc2c(c1)OCCO2
    -11%	5%	5%	-7%	0.5	-10	3%	10%	-5%
[54] CC(C)(Oc1ccc(Cl)cc1)C(=O)OCC(=O)N1CCCC1
    3%	-10%	-2%	-10%	-0.4	-1	-2%	-4%	-4%

High-throughput results as filed in PubChem BioAssay.
